GPR7 antag = GPR7 receptor antagonists, primary screen, cell-based, fluorescence, single concentration | Neuropeptides B/W receptor type 1 (Homo sapiens), P48145 | GPR7-expressing cells, fluorescence antagonist assay | inhibition, % at 4.4 µM | 290,000 compounds, 1.1% hits | AID 1861, 2009; in the data active = inhibition above about 16%, passing the limit was not always enough;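 also: cells stimulated with the agonist NPW; 0% = agonist with vehicle and 100% = vehicle without agonist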
Target sequence (P48145 whole entry, looked up): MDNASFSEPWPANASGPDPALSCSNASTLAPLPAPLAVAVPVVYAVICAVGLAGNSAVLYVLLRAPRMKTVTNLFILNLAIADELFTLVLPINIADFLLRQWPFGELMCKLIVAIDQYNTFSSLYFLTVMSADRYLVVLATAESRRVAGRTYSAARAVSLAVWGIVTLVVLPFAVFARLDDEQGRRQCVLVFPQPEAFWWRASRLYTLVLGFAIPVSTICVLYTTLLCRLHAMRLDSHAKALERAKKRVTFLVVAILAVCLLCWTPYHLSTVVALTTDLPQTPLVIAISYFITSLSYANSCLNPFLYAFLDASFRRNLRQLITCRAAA
Numbers without * were called inactive.

Molecule | GPR7 antag
O=C(CSc1nnc2c3cc(F)ccc3nc(-c3ccccc3)n12)N1CCOCC1 | -6
CCCCCCCCCCCCCCCC(=O)OC[C@H](COP(=O)([O-])OCC[N+](C)(C)C)OC(=O)CCCCCCCCCCCCCCC | -8
COC(=O)c1sc2nc(N3CCCCC3)c3c(c2c1N)CC(C)(C)N(C)C3 | 2
O=C(O)c1cc(-c2ccncc2)nc2ccc(F)cc12 | -8
CCN1C(=O)/C(=c2/s/c(=C3\SC(C)=C(C)N3CC)c(=O)n2CC)N(c2ccccc2)C1=S | -8
COCCn1c(-c2cccs2)nc2c(c(=O)c3ccccc3n2C)c1=O | -10
Cc1cc(C)c(NC(=O)C(C)Sc2nnc(-c3ccco3)n2-c2ccccc2)c(C)c1 (stereo unspecified) | -2
Cc1ccc(-c2nnc3sc(-c4ccc5c(c4)OCCO5)nn23)cc1 | -5
COC(=O)c1[nH]c2ccccc2c1NC(=O)CCN1CCN(C2CCCCC2)CC1 | -8
CCOC(=O)c1sc(NC(=O)C2CCCO2)c(C(=O)OC)c1C (stereo unspecified) | -4
C[C@@H](C(=O)Nc1ccc2ccccc2c1)[C@H]1C[C@]1(C)[C@H](NP(=O)(c1ccccc1)c1ccccc1)c1ccccc1 | 12
COc1ccc(-n2c(NC(=O)c3ccc(Br)o3)c(C#N)c3nc4ccccc4nc32)cc1 | 6
CC(=O)c1ccc(N2CCN(C(=O)c3ccc4c(Cl)c5c(nc4c3)CCCC5)CC2)cc1 | -19
CC1CCCN(c2nc3c(c(=O)[nH]c(=O)n3C)n2CCSc2ncccn2)C1 (stereo unspecified) | -21
COc1ccc2cc(CN(CC3COCCO3)S(=O)(=O)c3c(C)cc(C)cc3C)c(=O)[nH]c2c1 (stereo unspecified) | -10
Brc1cc2c(cc1/C=N/Nc1nc(N3CCCCC3)nc(N3CCCCC3)n1)OCO2 | 25*
CCn1c2ccccc2c2cc(NC(=O)Nc3ccc([N+](=O)[O-])cc3C)ccc21 | -16
CCCn1c(SCC(=O)NC(=O)NCc2ccco2)n[nH]c1=O | 4
O=c1[nH]c2cc3c(cc2cc1C(c1nnnn1CC1CCCO1)N1CCCCCC1)OCO3 (stereo unspecified) | -8
Cn1c(=O)c2c(SC3CCCC3)nc(CC(C)(C)C)nc2n(C)c1=O | -6
Cc1ccc(NC(=S)NC(=O)c2sc3ccccc3c2Cl)c(C(=O)O)c1 | -10
CCOC(=O)c1[nH]c(C)c(C(=O)O)c1C | -5
Cc1n[nH]c(=S)c2nn(-c3ccccc3)c(C)c12 | -7
Cc1ccc(C)c(N2CCN(S(=O)(=O)c3ccc4c(c3)CCC(=O)N4)CC2)c1 | -16

Reprinted from the results shown (2 entries):
Molecule | GPR7 antag
O=C(CSc1nnc2c3cc(F)ccc3nc(-c3ccccc3)n12)N1CCOCC1 | -6
CCCCCCCCCCCCCCCC(=O)OC[C@H](COP(=O)([O-])OCC[N+](C)(C)C)OC(=O)CCCCCCCCCCCCCCC | -8

Following part.
Molecule | GPR7 antag
Cc1c2c(nc3nc4ccccc4n13)CCCC2=O | -2
Cc1cccc(C(=O)Nc2ccc(C)c(OC(=O)c3cccc(C)c3)c2)c1 | 23
Cc1ccc(S(=O)(=O)Nc2ccc(-c3nc4cc(NS(=O)(=O)c5ccc(C)cc5)ccc4o3)cc2)cc1 | 4
Cc1cccc(-n2c(N)cc(=O)nc2SC(C)C(=O)NC2CCCCC2)c1 (stereo unspecified) | -4
CCc1nn2c(=O)cc(N3CCN(c4cc(C)nc5ccccc45)CC3)nc2s1 | -5
Cc1ccc2c(c1)sc1ncc(NC(=O)c3ccccc3)c(=O)n12 | -4
CC(C)c1ccc(NC(=O)CSc2nc3c(c(=O)[nH]2)CCC3)cc1 | -10
CCc1nnc(NC(=O)CN2CCN(c3ccc(Cl)cc3)CC2)s1 | 4
O=C(O)c1cc(C(=O)O)cc(-c2ccc(/C=c3/sc4nc5ccccc5n4c3=O)o2)c1 | -9
CNCCCOc1ccc(C(C)(C)c2ccccc2)cc1 | 8
O=C(C1=C[C@H](c2ccccc2)C[C@H](OCc2ccc(CO)cc2)O1)N1CCCCCCC1 | 23
COc1ccc(N(C)C(=S)Oc2ccc(C(=O)Nc3ccccc3)cc2)cc1 | 14

Next records
mol,GPR7 antag
Cc1nnc2sc(-c3cccc(NC(=O)c4ccc(-c5cccc(Cl)c5)o4)c3)nn12,-8
CNCCCNCc1ccc(SC)cc1,-7
Cc1ccc2[nH]c(=O)c(-c3noc(-c4ccncc4)n3)cc2c1,-1
Cn1c(=O)[nH]c(=O)c2c1nc(N1CCN(c3cccc(Cl)c3)CC1)n2CCCc1ccccc1,-11
N#Cc1c(-c2ccccc2)cc(-c2ccco2)c(C#N)c1N,-11
CCOC(=O)c1sc(NC(=O)c2noc3c2CCCC3)c(C(=O)OCC)c1C,-5
CCCCC(CC)Cn1c2nc3ccccc3nc2c2c(=N)oc(C)nc21 (stereo unspecified),-13
Cc1cc(C(=O)CN2C(=O)NC3(CCCc4ccccc43)C2=O)c(C)n1Cc1ccco1 (stereo unspecified),-6
Cn1c(=O)c2c(nc(NCc3ccccc3)n2Cc2ccc(F)cc2)n(C)c1=O,15
O=C(CSc1nnc(-c2ccccc2)o1)n1c2c(c3ccccc31)CCCC2,-17
CCc1ccc(NC(=O)c2ccc3ncsc3c2)cc1,-9
Cc1ccc(NC(=O)Cn2cnc3sc(C(=O)NCCN(C)C)c(C)c3c2=O)cc1Cl,6
COc1cc([N+](=O)[O-])cc(/C=N/NC(=O)CC#N)c1O,-12
CCCCc1nc2ccccc2n2cc3c(=O)n(C)c(=O)n(C)c3c12,-12
COC(=O)[C@@H](NC(=O)O[C@H]1C(=O)c2ccc(OC)cc2O[C@@H]1c1ccc2c(c1)OCO2)C(C)C,-10
Cc1cc(NC(=O)c2cnc3ccccn3c2=O)no1,-7
Cc1[nH]c(C)c(C(=O)O)c1CNC1CCCCC1C (stereo unspecified),-8
CCOc1ccccc1CNC(=O)C1CCCN(c2nc3ccccc3o2)C1 (stereo unspecified),-9
Cc1ccc(-c2nnc3c4ccccc4c(C)nn23)cc1NC(=O)CN1CCOCC1,-2
CCn1cc(C(=O)Nc2nnc(C)s2)c(=O)c2cc(F)c(N3CCN(C(=O)c4ccco4)CC3)cc21,-10
Cc1cccn2c(=O)c3cc(C#N)c(=O)n(CC4CCCO4)c3nc12 (stereo unspecified),10
COc1ccc(-c2nc(-c3cccc(C)c3)nc(Cl)c2C#N)cc1,-13
CC1=C(C(=O)OCC2CCCO2)C(c2ccc(C)o2)C2=C(CC(c3ccc(N(C)C)cc3)CC2=O)N1 (stereo unspecified),-4
CC1=CC(C)(C)N(C(=O)C(C)N2C(=O)c3ccccc3C2=O)c2c(C)cc(C)cc21 (stereo unspecified),1
Cc1cccc(NC(=O)C2CCCN2S(=O)(=O)c2cccc3cccnc23)c1 (stereo unspecified),-8
O=C(CCC(=O)N1CCc2ccccc21)N1CCc2ccccc21,-11
Cn1c(=O)c2ncn(CC(=O)Nc3ccc4oc(-c5cccc6ccccc56)nc4c3)c2n(C)c1=O,-7
COC(=O)c1ccccc1NC(=O)CSc1nnc(-c2ccc(C)cc2)o1,-4
Cc1c(=O)n(OCc2c(F)cccc2F)c2ccccc2[n+]1[O-],-8
CCN(CC)CCN1C(=O)C(=O)/C(=C(/O)c2ccc(C)cc2)C1c1ccncc1 (stereo unspecified),1

Compounds above containing a COOH group (5):
mol,GPR7 antag
O=C(O)c1cc(-c2ccncc2)nc2ccc(F)cc12,-8
Cc1ccc(NC(=S)NC(=O)c2sc3ccccc3c2Cl)c(C(=O)O)c1,-10
CCOC(=O)c1[nH]c(C)c(C(=O)O)c1C,-5
O=C(O)c1cc(C(=O)O)cc(-c2ccc(/C=c3/sc4nc5ccccc5n4c3=O)o2)c1,-9
Cc1[nH]c(C)c(C(=O)O)c1CNC1CCCCC1C (stereo unspecified),-8

(more compounds)
mol,GPR7 antag
COC(=O)c1c(N)n(-c2cc(OC)cc(OC)c2)c2nc3ccccc3nc12,-16
Cc1nn(-c2ccccn2)c2c1C(c1ccccn1)C1=C(CCCC1=O)N2 (stereo unspecified),-7
O=C(C1CCC(C(=O)N2CCCC2)CC1)N1CCCC1 (stereo unspecified),-20
CCN(CC)CCN1C(=O)C(=O)/C(=C(/O)c2cnn(-c3ccccc3)c2C)C1c1cccs1 (stereo unspecified),-6
O=C(O)CN1CCNCC1,1
CCOC(=O)COc1cccc2c(=O)n(CC(=O)NCCc3ccc(OC)c(OC)c3)ccc12,-10
CCc1nn2c(=O)cc(CSc3nc4sc5c(c4c(=O)n3C)CCCC5)nc2s1,-2
Cc1ccc2nc(NC3=NCN(Cc4ccc5c(c4)OCO5)CN3)nc(C)c2c1,-6
CCOC(=O)c1sc(NC(=O)c2c(C)noc2C)c(C(=O)OCC)c1C,-10
CC1CN(S(=O)(=O)c2ccc(C(=O)Nc3sc4c(c3C(N)=O)CCN(C)C4)cc2)CC(C)O1 (stereo unspecified),-8
O=C(CN1CCN(CCN2C(=O)c3cccc4cccc(c34)C2=O)CC1)c1ccc(Cl)cc1,-11
CC(C)(C)n1ncc(Oc2ccc(Oc3cnn(C(C)(C)C)c(=O)c3Cl)cc2)c(Cl)c1=O,-5
O=C(CSc1nc2cccnc2n1Cc1ccccc1)N1CCc2ccccc21,-12
C/C(CCN1CCCCc2nc(C)c(C)cc21)=N\OC[C@@H](O)[C@H]1O[C@@H]2OC(C)(C)O[C@@H]2[C@H]1O,-20
O=C(NCc1ccco1)c1cccn2c(=O)c3cc4ccccc4cc3nc12,-5
COc1ccc(CN2C(=O)/C(=C/c3ccc(-c4ccc(Cl)c(C(=O)O)c4)o3)SC2=S)cc1,-6
Cc1cc(-c2ccccc2)nc(N2CCC(C(=O)NCc3ccccc3Cl)CC2)n1,-6
COc1ccc2c(c1)C(=O)[C@@H](OC(=O)NCc1ccc3c(c1)OCO3)[C@H](c1ccc(OC)c(Br)c1)O2,-12
O=C(CN1CCCN(S(=O)(=O)c2ccc(Br)cc2)CC1)Nc1ccc2c(c1)OCO2,2
COc1ccc(N=Nc2n(C)c3ccccc3[n+]2C)cc1,4
Cc1ccc(-c2nc3ccccc3n3c(C)nnc23)cc1,-1
Cc1cccc(-n2c(N)cc(=O)nc2SCC(=O)Nc2nnc(CC(C)C)s2)c1,-15
COc1cc2[nH]c(=S)nc(NC3CCCC3)c2cc1OC,0
COc1ccc(-c2[nH]ncc2CN(Cc2nccn2C)C(C)C)cc1F,-4
COc1ccc(C(C)N2CC34C=CC(O3)C(C(=O)OCC(C)C)C4C2=O)cc1 (stereo unspecified),2
CCCNc1ncnc2c1cnn2-c1ccc(OC)cc1,-8
Cn1c(=O)c(C(=O)Nc2cccnc2)c(O)c2ccccc21,-3
c1cc(-c2noc(-c3ccc4c(c3)OCO4)n2)ccn1,-18
Cc1cc(C)c2c(=O)n(CC(=O)N3CCC(Cc4ccccc4)CC3)sc2n1,-1
O=S(=O)(c1ccc2oc3ccc(S(=O)(=O)N4CCCC4)cc3c2c1)N1CCCC1,-2

3 of the compounds above, with values ahead of the structure.
GPR7 antag | Compound
-6 | COc1ccc(CN2C(=O)/C(=C/c3ccc(-c4ccc(Cl)c(C(=O)O)c4)o3)SC2=S)cc1
-6 | Cc1cc(-c2ccccc2)nc(N2CCC(C(=O)NCc3ccccc3Cl)CC2)n1
-12 | COc1ccc2c(c1)C(=O)[C@@H](OC(=O)NCc1ccc3c(c1)OCO3)[C@H](c1ccc(OC)c(Br)c1)O2

Compound activity: PubChem BioAssay, The Scripps Research Institute Molecular Screening Center

These rows are one share of the data (hit frequency here may not be typical).
